TAG inh: reduces triacylglycerol accumulation in H9c2 cells; hit rate 0.66% among 230,000; AID 651582; Nile Red lipid (TAG) fluorescence; cells loaded with 200 µM oleic acid; inhibition, % at 12.5 µM;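 active = pattern-corrected inhibition of lipid staining of at least 50% with the nuclear-stain viability signal not falling by more than 50%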;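 also: 0% = DMSO wells and 100% = triacsin C control wells; some results filed as inactive read as strong as hits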
TAG inh DAPI viability: recorded beside TAG inh, whose call it bears; DAPI nuclei signal change (viability), lower = more cytotoxic, %;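 whole-well DAPI fluorescence read on a plate reader as a viability signal; minus 50 percent equals half of cells still viable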
The depositor's hits bear a star; & = joins results of further samples. Not all compounds are listed; the hit share may differ from the screen's.

SMILES	TAG inh	TAG inh DAPI viability
O=C(Nc1ccc(Cl)c(C(F)(F)F)c1)NC1CC2CCCC(C1)N2C1CC1 (stereo not given)	-24	3
O=C(CN1CCN(c2ccccc2)CC1)N1CCc2[nH]c3ccccc3c2C1	-3	4
COc1ccccc1-c1noc(CSc2nc(C)cc(=O)[nH]2)n1	17	4
CCOC(=O)N1CCN(C(=O)/C(=C/c2ccc(OC)c(OC)c2)NC(=O)c2ccccc2)CC1	9	0
CC1=CCC2C(=O)N(c3ccc(N4CCOCC4)cc3)C(=O)C2C1 (stereo not given)	-5	3
COc1ccc(C2(c3ccc(OC)cc3)NC(=O)N(CC(=O)Nc3ccc(OC(F)F)cc3)C2=O)cc1	21	-11
CCc1nc(-c2ccccc2O)n(-c2ccccc2)n1	0	-11
Cc1ccc2[nH]c3c(N4CCc5ccccc5C4)ncnc3c2c1	-113	9
COc1ccc(CNC(=O)Nc2ccc(C)cc2)cc1	-22	-10
O=C(COC(=O)c1cnccn1)NC1CCCc2ccccc21 (stereo not given)	3	-4
COc1cccc(NC(=S)NC(C)c2ccc(OC)c(OC)c2)c1 (stereo not given)	1	-7
Clc1ccc(/C=N/N2CCN(Cc3ccccc3)CC2)cc1	-2	4
COc1ccc(CN(C)CC(=O)Nc2ccccc2-c2ccccc2)c(OC)c1	-22	15
S=C(NCC1CCCO1)Nc1ccc(Cl)cc1 (stereo not given)	-11	16
Cc1ccc(CN(C)C(=O)c2cccc(S(=O)(=O)N3CCCC3)c2)cc1	11	-3
Cc1ccc(Cl)cc1NC(=O)CCCN1C(=O)c2cccnc2C1=O	13	-13
O=C(CN1C(=O)C2C3C=CC(C3)C2C1=O)NCc1ccco1 (stereo not given)	-8	-2
Cc1cccn2c(=O)c(/C=C(\C#N)C(=O)NCc3ccccc3)c(N3CCC(C(N)=O)CC3)nc12	2	10
COc1ccc2[nH]c3c(c2c1)CCN1C(=O)C(CC(=O)NCCN2CCOCC2)C[C@H](C(=O)N2CCCCC2)[C@@]31CCc1ccccc1 (stereo not given in full)	3	1
CC1(C)OC2OC(C3COC(=O)O3)C(OC(=O)c3ccccc3)C2O1 (stereo not given)	-1	-9
O=C1c2ccccc2NC(c2ccc(-c3cccc([N+](=O)[O-])c3)o2)N1O (stereo not given)	8	0
COc1ccccc1C1C(C(=O)c2cc3ccccc3o2)=C(O)C(=O)N1CCN1CCOCC1 (stereo not given)	8	-9
CCCCCCCCCCCCCCCC[N+](C)(C)CCl	66*	-45*
CC1C(C)N(C(=O)CCl)c2ccccc2N1C(=O)CCl (stereo not given)	7	3
O=C(Nc1nnc(SCc2ccc(F)cc2)s1)c1cccnc1Cl	-15	3

Two records picked at random from those above, as already listed:
SMILES	TAG inh	TAG inh DAPI viability
COc1cccc(NC(=S)NC(C)c2ccc(OC)c(OC)c2)c1 (stereo not given)	1	-7
COc1ccccc1-c1noc(CSc2nc(C)cc(=O)[nH]2)n1	17	4

(list continues)
SMILES	TAG inh	TAG inh DAPI viability
Cc1cc(C)n2cc(CSc3nnnn3-c3ccccc3)nc2n1	31	-5
CC1(C(=O)NS(=O)(=O)c2ccccc2C(F)(F)F)CCN1C(=O)C1CCCCC1 (stereo not given)	-2	-2
CCOc1ccccc1N1CCN(CC(=O)Nc2nc(C)c(C(=O)N(C)C)s2)CC1	-1	-1
CC1CCc2nn(CC(=O)NCCCN3CCCC3=O)cc2C1 (stereo not given)	4	0
Cc1ccc(S(=O)(=O)N(Cc2n[nH]c(=S)n2-c2ccccc2)c2ccccc2)cc1	9	-10
O=C(C1=C[C@H](c2csc3ccccc23)C[C@H](OCc2ccc(CO)cc2)O1)N1CCOCC1	-4	-6
CCSc1nnc(NC(=O)C(Cc2ccccc2)n2cccc2)s1 (stereo not given)	-5	5
Clc1ncccc1OCc1ccccc1	12	-11
COc1ccccc1OCCC(=O)OCC(=O)Nc1cc(S(=O)(=O)N2CCOCC2)ccc1Cl	-3	6
Cn1c(=O)[nH]c2c(c1=O)CCO2	7	10
CCc1ccc(NC(=O)c2cc(S(=O)(=O)N3CCc4ccccc43)cn2C)cc1	19	-3
COCCCNc1nc2nonc2nc1NCCSC	-7	-2
Cc1cc(C)c(C(=O)COC(=O)c2nn(C)c(=O)c3ccccc23)cc1C	-16	2
COc1ccccc1NC(=O)CC1C(=O)Nc2ccccc2N1C(=O)c1ccccc1 (stereo not given)	-20	6
CCOc1ccccc1-c1nc(CN(Cc2cnn(C)c2)C(C)C)c(C)o1	9	0
CC(=O)c1ccc(NC(=O)c2ccc(C)c(Br)c2)cc1	5	1
CN1CCN(C(=O)C2CC(=O)N(c3ccc(F)c(Cl)c3)C2)CC1 (stereo not given)	-21	-2
CC(=O)c1c(C)[nH]c(C(=O)COC(=O)c2ccc3c(=O)n4c(nc3c2)CCC4)c1C	-9	6
CCc1ccc(C(=O)NNC(=O)[C@H](C)NC(=O)c2ccco2)cc1	-12	6
Cc1ccc(NS(=O)(=O)c2cccc3nsnc23)cc1	-2	10
Cc1ccc(S(=O)(=O)Oc2cccc([N+](=O)[O-])c2)cc1	-8	0
O=C(NCC1CCCO1)c1ccccc1OCc1ccc(F)cc1 (stereo not given)	8	-1
Cc1cccc(C2=NOC(=O)/C2=C\c2ccccc2F)c1	-10	6
O=C(CSc1ccc2nnc(-c3ccncc3)n2n1)NCc1ccco1	11	1
CS(=O)(=O)N(CCc1ccccc1)CC(=O)NCC1CCCO1 (stereo not given)	0	7

Continuation:
SMILES	TAG inh	TAG inh DAPI viability
O=C(CCC(=O)N1CCN(c2cccc(Cl)c2)CC1)c1cccs1	-5	-4
CCC(C)NC(=O)c1ccc(CS(=O)(=O)c2ccc(OC)cc2)o1 (stereo not given)	-16	-1
O=C(c1ccc(NS(=O)(=O)c2ccc(F)cc2)cc1)N1CCC1	-12	0
O=C(NCc1cccnc1)c1nc(-c2ccccc2)n(-c2ccccc2)n1	17	-4
O=C(O)c1ccc2c(c1)C(=O)N(c1ccc(Cl)cn1)C2=O	1	7
CCSC1(SCC)N=C(N)C2(C#N)C(c3ccc(OC)c(OC)c3OC)C12C#N (stereo not given)	18	-7
CC1(C(=O)NS(=O)(=O)Cc2ccccc2)CCN1C(=O)Cc1cc(F)ccc1F (stereo not given)	12	-1
CCN(CC)C(=O)Cn1cc(S(=O)(=O)CC(=O)NCCc2ccccc2)c2ccccc21	9	2
CCOc1ccccc1/C=N/NC(=O)c1cccc(S(=O)(=O)N(CC)CC)c1	15	-1
Cc1cc(C(=O)COc2ccccc2C#N)c(C)n1C1CC1	2	-7
O=C(CN1C(=O)NC2(CCCC2)C1=O)NNC(=O)c1ccc(Cl)cc1	-7	-7
Cc1cc2ccccn2c1C(=O)Nc1ccc(Cl)cc1	0	75
Cc1ccc(S(=O)(=O)NCCN2CCOCC2)cc1	8	20
O=C(c1cc2ccccc2c(=O)o1)N1CCc2ccccc2C1	-10	17
Cc1ccc(C(=O)Nc2cccc(C(F)(F)F)c2)cc1NC(=O)c1nccnc1N	25&3	5&14
CC1(C(=O)O)CCCN1C(=O)c1cccc2ccccc12 (stereo not given)	-3	-2
Cc1cc(C)c(C(=O)OCC(=O)NC(=O)c2ccccc2)c(C)c1	7	-8
O=C(CSc1nc2c(c(=O)n1-c1ccc(Cl)cc1)SCC2)N1CCOCC1	-17	2
O=C(Nc1ccc2c(c1)OCO2)c1c[nH]c(=O)n(-c2ccc(F)cc2)c1=O	-1	2
O=C(CN1C(=O)/C(=C\c2ccccc2F)SC1=S)Nc1nc2ccccc2s1	4	3
CN(C)C=NCCn1c(N2CCOCC2)nc2c1c(=O)n(C)c(=O)n2C	12	-3
NC(=O)C1CCN(C(=O)c2ccc(-c3ccccc3)cc2)CC1	8	4
CC(CN1CCCCC1)OC(=O)CCc1ccccc1 (stereo not given)	-15	14
Cc1cccc(N2CCN(C(=O)COc3cc(=O)n(C)c4ccccc34)CC2)c1C	19	-5
O=C1CC2(CCCCC2)Oc2ccccc21	-2	-3

More results:
SMILES	TAG inh	TAG inh DAPI viability
CCOc1ccccc1C(=O)OCC(=O)Nc1nnc(-c2ccccc2)o1	7	-7
N/C(=N\OC(=O)Cc1ccc(-c2ccccc2)cc1)c1ccncc1	-13	11
CCN(C(=N)N=C(N)N)c1ccccc1	-6	-9
O=S(=O)(Nc1ccccn1)c1cccc(S(=O)(=O)c2ccc(Cl)cc2)c1	2	2
CCC(=O)N(CCc1ccccc1)Cc1cc2cc(OC)ccc2[nH]c1=O	7	-1
CCN1CCN(c2nc3ccccc3nc2C(C#N)S(=O)(=O)c2ccc(C)cc2)CC1 (stereo not given)	4	-3
O=C(CSc1nc2ccccc2[nH]1)NC1CCCC1	5	-4
Cc1cc(Cl)ccc1OCC(=O)NNC(=O)CCOc1ccccc1	-9	-5
COc1ccc(/C=C(\NC(=O)c2cccs2)C(=O)NCc2ccco2)cc1OC	-1	6
CCOc1cc2[nH]c(=O)n(Cc3ccc(C(=O)NCCOC)cc3)c(=O)c2cc1OCC	-6	-3
CSc1nc2sccc2c(=O)[nH]1	15	-9
COc1cc(NC(=O)COC(=O)CCc2cc(OC)c(OC)c(OC)c2)cc(OC)c1	0	-4
COc1ccc(NC(=O)CC23CC4CC(CC(C4)C2)C3)cn1	-2	-10
COc1ccc(S(=O)(=O)N2CCC(C(=O)NCC(=O)Nc3c(C)cccc3C)CC2)cc1OC	6	165
COc1c(C)cc(C(=O)C2CCCN(C(=O)c3ccoc3)C2)cc1C (stereo not given)	-2	-5
CCOC(=O)Cc1cc(=O)n2[nH]cc(-c3cccc(Br)c3)c2n1	-10	15
CSc1nc(C)cc(Oc2ccc(OCC(N)=O)nn2)n1	-2	0
O=C(Nc1nc2ccc([N+](=O)[O-])cc2s1)c1c(F)cccc1F	-15	10
O=C(C1CCCN(S(=O)(=O)c2cccc3cccnc23)C1)N1CCc2ccccc21 (stereo not given)	-1	-10
Cc1ccc2c(n1)sc1c(N)ncnc12	11	-4
COc1ccccc1N1CCN(C(=O)c2ccccc2SCC(=O)NCc2ccco2)CC1	9	-1
CCc1noc(C)c1C(=O)NNC(=O)c1ccccc1F	2	-4
Cc1ccc(C(C(=O)NC2CCCC2)N(Cc2ccco2)C(=O)CCC(=O)Nc2cc(C)on2)cc1 (stereo not given)	35	-2
CCN(CC(=O)NC1CCS(=O)(=O)C1)C(C)C(=O)Nc1ccc(F)cc1 (stereo not given)	-17	-1
CN(CC(=O)NCc1ccccc1Cl)CC(=O)Nc1cccc(F)c1	-4	12

Following part:
SMILES	TAG inh	TAG inh DAPI viability
Cc1[nH]c2ccccc2c1C(=O)NS(=O)(=O)Nc1ccccc1	0	-8
N=C1C(c2nc(-c3ccc(Cl)cc3)cs2)=C(O)CN1CCCN1CCOCC1	11	1
CN(C)/C=C/C(=O)c1ccc(Oc2ncccn2)cc1	15	-4
CCN(CC)CCOC(=O)C12CC3CC(CC(C3)C1)C2	8	5
COc1ccc(C(C)=O)cc1CN1C(=O)NC2(CCCCCCC2)C1=O	-5	3
CCN(C(=O)CN1CCOCC1)C1(C)C(=O)c2ccccc2C1=O	2	-11
Cn1nc2c3ccccc3n(Cc3ccc(F)cc3)c2nc1=S	-4	8
COc1ccc2[nH]c(=O)c(-c3noc(-c4ccc(F)cc4)n3)cc2c1	-8	4
O=C(CCCc1c[nH]c2ccccc12)N1CCOCC1	-32	6
NC(=O)COc1ccc(-c2noc(COc3ccccc3[N+](=O)[O-])n2)cc1	-13	0
CC(C)C[C@@H](CNCC(=O)[C@H](C)NC(=O)c1[nH]cnc1C(=O)N[C@@H](C)CN)NC(=O)c1nc[nH]c1C(=O)N[C@@H](CO)C(=O)O	17	-6
COc1ccc(O)c(-c2cc(-c3ccccc3[N+](=O)[O-])[nH]n2)c1	1	1

22 successive records already listed:
SMILES	TAG inh	TAG inh DAPI viability
O=C(Nc1ccc(Cl)c(C(F)(F)F)c1)NC1CC2CCCC(C1)N2C1CC1 (stereo not given)	-24	3
O=C(CN1CCN(c2ccccc2)CC1)N1CCc2[nH]c3ccccc3c2C1	-3	4
COc1ccccc1-c1noc(CSc2nc(C)cc(=O)[nH]2)n1	17	4
CCOC(=O)N1CCN(C(=O)/C(=C/c2ccc(OC)c(OC)c2)NC(=O)c2ccccc2)CC1	9	0
CC1=CCC2C(=O)N(c3ccc(N4CCOCC4)cc3)C(=O)C2C1 (stereo not given)	-5	3
COc1ccc(C2(c3ccc(OC)cc3)NC(=O)N(CC(=O)Nc3ccc(OC(F)F)cc3)C2=O)cc1	21	-11
CCc1nc(-c2ccccc2O)n(-c2ccccc2)n1	0	-11
Cc1ccc2[nH]c3c(N4CCc5ccccc5C4)ncnc3c2c1	-113	9
COc1ccc(CNC(=O)Nc2ccc(C)cc2)cc1	-22	-10
O=C(COC(=O)c1cnccn1)NC1CCCc2ccccc21 (stereo not given)	3	-4
COc1cccc(NC(=S)NC(C)c2ccc(OC)c(OC)c2)c1 (stereo not given)	1	-7
Clc1ccc(/C=N/N2CCN(Cc3ccccc3)CC2)cc1	-2	4
COc1ccc(CN(C)CC(=O)Nc2ccccc2-c2ccccc2)c(OC)c1	-22	15
S=C(NCC1CCCO1)Nc1ccc(Cl)cc1 (stereo not given)	-11	16
Cc1ccc(CN(C)C(=O)c2cccc(S(=O)(=O)N3CCCC3)c2)cc1	11	-3
Cc1ccc(Cl)cc1NC(=O)CCCN1C(=O)c2cccnc2C1=O	13	-13
O=C(CN1C(=O)C2C3C=CC(C3)C2C1=O)NCc1ccco1 (stereo not given)	-8	-2
Cc1cccn2c(=O)c(/C=C(\C#N)C(=O)NCc3ccccc3)c(N3CCC(C(N)=O)CC3)nc12	2	10
COc1ccc2[nH]c3c(c2c1)CCN1C(=O)C(CC(=O)NCCN2CCOCC2)C[C@H](C(=O)N2CCCCC2)[C@@]31CCc1ccccc1 (stereo not given in full)	3	1
CC1(C)OC2OC(C3COC(=O)O3)C(OC(=O)c3ccccc3)C2O1 (stereo not given)	-1	-9
O=C1c2ccccc2NC(c2ccc(-c3cccc([N+](=O)[O-])c3)o2)N1O (stereo not given)	8	0
COc1ccccc1C1C(C(=O)c2cc3ccccc3o2)=C(O)C(=O)N1CCN1CCOCC1 (stereo not given)	8	-9
